Screening data as filed in PubChem BioAssay.
UBC9 SUMO inh: blocks human SUMOylation mediated by UBC9. P63279. HTRF SUMOylation assay, SAE1/SAE2 + UBC9, in vitro. inhibition, % at 35 µM. actives 0.36% (n = 290,000); in the data active means inhibition above about 50%, passing the limit was not always enough; further: strong numbers were not always called active
Target sequence (P63279 whole entry, looked up): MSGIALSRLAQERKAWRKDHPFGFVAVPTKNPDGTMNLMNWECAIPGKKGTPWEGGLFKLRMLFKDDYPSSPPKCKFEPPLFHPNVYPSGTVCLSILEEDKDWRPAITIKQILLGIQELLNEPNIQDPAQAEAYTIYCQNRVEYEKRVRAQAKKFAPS
PHOSPHO1 inh: PHOSPHO1 (human) inhibition | recombinant PHOSPHO1, absorbance phosphatase assay | inhibition, % at 13.3 µM | actives 1.1% (n = 290,000); in the data active means inhibition above about 60%
Target sequence (Q8TCT1 whole entry, looked up): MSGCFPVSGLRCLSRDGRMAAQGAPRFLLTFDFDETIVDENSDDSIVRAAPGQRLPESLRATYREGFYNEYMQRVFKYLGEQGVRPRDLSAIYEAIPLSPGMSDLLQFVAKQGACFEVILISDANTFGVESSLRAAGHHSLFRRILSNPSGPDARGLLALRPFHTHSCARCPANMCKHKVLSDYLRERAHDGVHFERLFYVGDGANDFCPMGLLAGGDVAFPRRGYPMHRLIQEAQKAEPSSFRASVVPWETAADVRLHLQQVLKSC
IDE cell activ: boosts human insulin-degrading enzyme activity in HEK cells | P14735 | FAbeta-B cleavage, fluorescence polarization; 0% vehicle, 100% cell-free pure enzyme wells | activation, % at 5.96 µM | actives 0.073% (n = 340,000) | AID 493087;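 active means activation above the mean of all tested compounds plus 3 SD, set per screening campaign, cut at about 17% in these data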
VIM-2 inh: inhibitors of Pseudomonas aeruginosa VIM-2 metallo-beta-lactamase; purified VIM-2, nitrocefin hydrolysis, epi-absorbance fluorescence; inhibition, % at 5.6 µM; actives 0.89% (n = 290,000); AID 1527;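 active means inhibition above the mean of all tested compounds plus 3 SD, cutoff set per screening run, cut at about 7.5% in these data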;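 further: red hydrolysis product quenches plate fluorescence so inhibitors raise well fluorescence; 0% = enzyme with DMSO and 100% = DMSO without enzyme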
NS3 helicase inh: HCV NS3 helicase inhibition | NS3 helicase DNA unwinding, Cy5 molecular beacon fluorescence | inhibition, % at 10.9 µM | actives 0.56% (n = 290,000) | AID 1800;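 active means inhibition above the mean of all tested compounds plus 3 SD, set per campaign, cut at about 35% in these data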;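 further: 0% = DMSO wells and 100% = thioflavine S control wells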
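Test system: hepatitis C virus NS3 helicase domain fragment enzyme. Also added: annealed dual-labelled DNA beacon duplex, ATP-started. Timing: 60 min unwinding reaction at 25 °C after ATP addition. Technique: Cy5 fluorescence. Measure: % inhibition of unwinding.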
pCIP destab: compounds decreasing mouse p/CIP protein stability; decrease of EGFP signal, % at 10 µM; Q05BA5; actives 0.01% (n = 290,000); F442A p/CIP-EGFP cells, EGFP fluorescence, 16 h;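 active means EGFP signal decrease of at least 30% at 10 µM or well 3 SD below plate mean, unless failing retest; inactive means the rest, including hits failing retest or dose response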; further: some compounds called inactive have numbers as strong as hits; many of its hits are not listed in these tables
MEKK3 PB1 HTS: MEKK3-MEK5 PB1 interaction, increase or decrease; actives 1.4% (n = 290,000); bead-based flow cytometry, Alexa488-MEK5 binding to MEKK3; actives lie on both sides; 0 = blocked by unlabeled MEK5, 100 = vehicle; AID 1529; binding response (% of control), % at 10 µM; Q99759;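 active means binding response more than 3 SD above or below the average of its plate-row segment, actives on both sides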;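 further: Alexa488 bead fluorescence after subtracting the streptavidin-only scavenger bead signal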
Target sequence (Q99759 whole entry, looked up): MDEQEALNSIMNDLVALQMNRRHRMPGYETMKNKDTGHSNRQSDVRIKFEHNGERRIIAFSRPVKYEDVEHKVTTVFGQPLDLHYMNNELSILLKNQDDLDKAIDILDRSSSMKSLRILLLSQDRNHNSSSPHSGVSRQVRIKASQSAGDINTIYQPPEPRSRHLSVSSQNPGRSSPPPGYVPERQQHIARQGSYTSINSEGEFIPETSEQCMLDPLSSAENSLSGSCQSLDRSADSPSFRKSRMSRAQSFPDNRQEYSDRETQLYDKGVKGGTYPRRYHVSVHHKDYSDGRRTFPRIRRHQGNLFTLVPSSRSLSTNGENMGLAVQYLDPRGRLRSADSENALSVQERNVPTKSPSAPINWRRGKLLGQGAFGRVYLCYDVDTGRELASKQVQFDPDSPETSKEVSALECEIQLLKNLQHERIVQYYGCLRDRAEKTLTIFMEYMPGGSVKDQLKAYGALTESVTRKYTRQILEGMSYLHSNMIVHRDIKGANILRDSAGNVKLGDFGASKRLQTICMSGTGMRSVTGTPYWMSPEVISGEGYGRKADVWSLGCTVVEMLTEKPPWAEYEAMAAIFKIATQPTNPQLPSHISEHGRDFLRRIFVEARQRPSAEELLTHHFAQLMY
IMP-1 inh: blocks Pseudomonas aeruginosa IMP-1 metallo-beta-lactamase | purified IMP-1, nitrocefin hydrolysis, epi-absorbance fluorescence | inhibition, % at 5.6 µM | actives 0.45% (n = 290,000) | AID 1556;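 active means inhibition above the mean plus 3 SD of all compounds in the same screening run, cut at about 4.5% in these data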;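 further: 0% = IMP-1 with DMSO and 100% = DMSO wells lacking enzyme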
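Material – recombinant IMP-1 enzyme, purified · Amount – IMP-1 0.2 nM before substrate addition · Medium – HEPES buffer pH 7.1 with ZnSO4 and Brij 35 · Timing – 25 °C, 15 min preincubation, 25 min reaction · Measured by – plate fluorescence quenching by hydrolysis product, ex 480/em 530 nm · Read-out – percent enzyme inhibition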
DNA FID counter: counter-screen for HCV NS3 helicase inhibitors: DNA intercalator displacement. inhibition, % at 7.9 µM. actives 0.17% (n = 290,000). AID 1845. DNA fluorescent intercalator displacement, fluorescence; in the data active means inhibition above about 37%;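 further: 0% = vehicle and 100% = reference compound; higher means more ethidium bromide displaced from hairpin DNA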
An asterisk follows results filed as active; nt = no result given; [ ] = dose if it differs, or a comment.

no. | canonical_smiles | UBC9 SUMO inh | PHOSPHO1 inh | IDE cell activ | VIM-2 inh | NS3 helicase inh
1 | Cc1ccc(NC(=O)/C=C/c2ccc3c(c2)OCO3)cc1S(=O)(=O)N1CCOCC1 | 14 | 1 | -2 | -1.0 | 0
2 | CC1CCN(CCCCOc2ccc(F)cc2)CC1 | 2 | 37 | -1 | -4.7 | 7
3 | COc1ccc(OS(=O)(=O)Cc2ccccc2)cc1 | 11 | 19 | -5 | -0.3 | -2
4 | COc1ccc(OC)c(CNCc2ccc3c(c2)OCO3)c1 | 14 | 18 | 1 | -1.5 | 11
5 | CC(N=c1ccccn1C(=O)Nc1ccc(F)cc1)c1ccco1 (stereo not given) | 12 | 12 | 4 | -2.1 | 2
6 | N#Cc1ccc(OCC(=O)N2CCN(S(=O)(=O)c3cccs3)CC2)cc1 | -12 | -21 | -1 | -2.2 | -3
7 | CCOC(=O)[C@@H]1[C@H]2COc3ccc(Br)cc3[C@H]2N2C(=O)N(c3ccc(F)cc3)C(=O)[C@@]12C | -5 | -2 | 3 | 0.6 | -14
8 | COc1ccc(Cl)cc1NC(=S)N(Cc1cccnc1)Cc1ccco1 | -18 | 32 | 0 | -1.3 | -7
9 | Cc1ccc(S(=O)(=O)N2CCCC(C(=O)NC3CCCC3)C2)cc1Cl (stereo not given) | 10 | 14 | 1 | -5.1 | -1
10 | CN(C)c1nc(N)nc(Nc2ccccc2C#N)n1 | -10 | -22 | 4 | 0.2 | 1
11 | CN1CCC(=O)N([C@H](CSc2ccccc2)Cc2ccccc2)CC1 | 0 | 10 | -5 | -1.2 | 20
12 | Cc1c(N=C2SCC(=O)N2/N=C/c2ccccc2Cl)c(=O)n(-c2ccccc2)n1C | 2 | 12 | 5 | -3.3 | -3

no. | pCIP destab | MEKK3 PB1 HTS | IMP-1 inh | DNA FID counter
1 | 5 | 94 | -3.5 | -8
2 | -1 | 105 | -3.7 | 3
3 | -14 | 97 | -2.5 | -6
4 | -16 | 105 | -2.9 | 1
5 | -8 | 0.0*[inhibitor] | -1.1 | -1
6 | -5 | 110 | -3.5 | -5
7 | 3 | 99 | -1.4 | -11
8 | 1 | 110 | -2.4 | -4
9 | -4 | 97 | -3.6 | -30
10 | -5 | 100 | -2.4 | -4
11 | -2 | 102 | -3.0 | 7
12 | 1 | 101 | -5.6 | -20

The list goes on; it opens with the 3 that closed the last part.
no. | canonical_smiles | UBC9 SUMO inh | PHOSPHO1 inh | IDE cell activ | VIM-2 inh | NS3 helicase inh
10 | CN(C)c1nc(N)nc(Nc2ccccc2C#N)n1 | -10 | -22 | 4 | 0.2 | 1
11 | CN1CCC(=O)N([C@H](CSc2ccccc2)Cc2ccccc2)CC1 | 0 | 10 | -5 | -1.2 | 20
12 | Cc1c(N=C2SCC(=O)N2/N=C/c2ccccc2Cl)c(=O)n(-c2ccccc2)n1C | 2 | 12 | 5 | -3.3 | -3
13 | Cn1c(CCNC(=O)c2ccco2)nc2cc(NS(=O)(=O)c3ccc(Cl)cc3)ccc21 | 9 | -6 | 3 | -3.0 | 3
14 | COc1ccc(C)cc1-n1cnnn1 | 15 | 10 | 4 | -1.3 | 1
15 | COc1ccc(OC)c(-c2cc(C(=O)Nc3c(C)nn(Cc4ccc(Cl)cc4)c3C)no2)c1 | -11 | 1 | 8 | -0.6 | -7
16 | C/C(=N\OCc1ccccc1C#N)c1cc2ccccc2o1 | -23 | 33 | 8 | -1.6 | 0
17 | COc1ccc(/C(C)=N/NC(=O)c2ccc(CSc3nncn3C)cc2)cc1 | 6 | 19 | 3 | -0.2 | -8
18 | Cn1cc(-c2ccccc2C(N)=O)c(=O)c2cc(Cl)ccc21 | 11 | 8 | -5 | -3.6 | 6
19 | O=C1c2oc3ccccc3c(=O)c2C(c2ccc(O)cc2)N1c1nccs1 (stereo not given) | 5 | -14 | -10 | -1.1 | -7
20 | Cc1ccccc1NC(=O)c1cccc2c1C(=O)N(C1CCCCC1)C2 | -11 | 16 | 3 | -1.1 | -1
21 | CC(C)OC(=O)c1ccc(NC(=O)CSc2nc3ncccc3[nH]2)cc1 | -13 | 41 | 1 | -3.1 | 2
22 | COc1cccc(CN(C(=O)c2ccc([N+](=O)[O-])cc2)C2CCS(=O)(=O)C2)c1 (stereo not given) | 6 | 26 | -4 | -1.5 | -11
23 | Cc1cc(=O)oc(C)c1C(=O)Nc1ccc2ncccc2c1 | 24 | -9 | -9 | 0.5 | -3
24 | COc1ccccc1NC(=O)c1ccc(SCC(=O)NCc2ccccc2Cl)c([N+](=O)[O-])c1 | 28 | 0 | -5 | -1.0 | 3

no. | pCIP destab | MEKK3 PB1 HTS | IMP-1 inh | DNA FID counter
10 | -5 | 100 | -2.4 | -4
11 | -2 | 102 | -3.0 | 7
12 | 1 | 101 | -5.6 | -20
13 | 4 | 101 | -5.8 | -20
14 | -6 | 100 | 0.4 | 0
15 | -2 | nt | -1.5 | -10
16 | 11 | 96 | -5.7 | -16
17 | 0 | 91 | 0.8 | -9
18 | 1 | 91 | -4.8 | 11
19 | -6 | 104 | -3.2 | 1
20 | 5 | 99 | -2.1 | -19
21 | -17 | 104 | -5.1 | -18
22 | -8 | 102 | -0.8 | -11
23 | -9 | 100 | -2.2 | -4
24 | -6 | 133* | -0.9 | 2

(cont.)
no. | canonical_smiles | UBC9 SUMO inh | PHOSPHO1 inh | IDE cell activ | VIM-2 inh | NS3 helicase inh
25 | CC(C)(C)c1cc(CCC(=O)N2CCC2)cc(C(C)(C)C)c1O | 9 | 10 | -2 | -4.2 | -15
26 | Cn1nnnc1SCC(=O)NC1CCCC1 | -7 | -9 | 4 | 1.0 | 2
27 | Cc1cc(CN2CCCC(CO)(Cc3cccc(Cl)c3)C2)n[nH]1 (stereo not given) | -8 | 18 | 7 | 0.0 | 9
28 | CCOC(=O)C(C)Sc1nnc(NC(=O)c2ccc(C)c([N+](=O)[O-])c2)s1 (stereo not given) | 15 | 11 | 3 | -1.2 | -1
29 | O=C(NCCN1CCOCC1)c1cccc(Cl)c1 | 2 | 8 | 5 | -1.8 | -3
30 | COc1cc(OC)cc(C(=O)NNC(=S)NC(=O)c2cccnc2)c1 | 4 | -104 | 4 | -1.3 | 4
31 | Cc1ccc(-c2c[n+](Cc3ccc(Cl)c(Cl)c3)c3n2CCC3)cc1 | -20 | -4 | 2 | -0.7 | -48
32 | NC(=O)c1cc(C(=O)c2ccc(Cl)cc2)c[nH]1 | 12 | -31 | 6 | -0.3 | -2
33 | CCCCC(=O)Nc1ccc2oc(-c3cccnc3)nc2c1 | 36 | 18 | 0 | -2.6 | -9
34 | O=S(=O)(c1ccc2c(c1)OCCO2)N1CCN(Cc2ccccc2)CC1 | 13 | 8 | -3 | -3.0 | 3
35 | CCOC(=O)c1c(-c2cccc([N+](=O)[O-])c2)csc1NC(=O)CCCOc1ccccc1 | 2 | 1 | 1 | -1.9 | -1
36 | Cc1cc(C(=O)NNC(=S)NCC(C)C)cs1 | -6 | -6 | 4 | -3.9 | 7

no. | pCIP destab | MEKK3 PB1 HTS | IMP-1 inh | DNA FID counter
25 | -7 | 105 | -3.4 | -28
26 | 2 | 95 | -1.2 | -2
27 | -1 | 81 | 0.7 | 9
28 | 1 | 104 | -3.7 | 17
29 | 9 | 102 | -1.1 | 0
30 | 3 | 101 | -2.6 | -22
31 | -2 | 96 | 0.7 | 11
32 | -5 | 102 | -1.5 | -1
33 | -1 | 98 | -2.5 | -20
34 | -14 | 107 | -2.8 | -7
35 | -11 | 103 | -0.7 | -1
36 | -8 | 75*[inhibitor] | -5.2 | -2

Continued.
no. | canonical_smiles | UBC9 SUMO inh | PHOSPHO1 inh | IDE cell activ | VIM-2 inh | NS3 helicase inh
37 | Cc1cccc(C(=O)OC(C)CN2CCOCC2)c1 (stereo not given) | -1 | 0 | 0 | -0.4 | -5
38 | O=C(O)c1ccc(COc2ccc3c(c2)CCC3)cc1 | 13 | 16 | 9 | -2.5 | 0
39 | C=CCNC(=O)COC(=O)c1nc2nccc(C)n2n1 | 16 | 22 | 2 | -1.2 | 10
40 | S=C(NC1CCCC1)N1CCN(C/C=C/c2ccccc2)CC1 | -15 | -12 | -3 | 1.4 | -8
41 | CC(=O)Nc1ccc2c(c1)n(C)c(=O)n2C | 17 | 6 | 6 | -3.8 | -8
42 | CC(CC(=O)Nc1ccc(S(=O)(=O)N2CCOCC2)cc1)c1ccccc1 (stereo not given) | 12 | 33 | 6 | -2.9 | -47
43 | Cc1ccc2c(c1)cc1c(=O)n(CC(=O)NCCN3CCCC3)nc(C)n12 | 4 | 48 | -4 | 3.0 | -8
44 | Cc1ccc(NC(=O)Cn2nc(C)c3ccccc3c2=O)cc1 | 1 | -12 | -1 | -3.6 | -5
45 | O=C(Cn1nnc(-c2ccccc2Cl)n1)N1CCN(S(=O)(=O)c2ccc(Cl)cc2)CC1 | 22 | -12 | -5 | -0.5 | 2
46 | O=C(NC(=O)c1ccccc1)NC(=O)c1ccccc1 | -5 | 10 | -1 | -0.5 | 3
47 | O=C(CN1CCCCCC1)Nc1ccc(Br)cc1Br | -5 | 8 | -3 | -2.9 | -3
48 | c1ccc(CCNc2ccc3nncn3n2)cc1 | 1 | 16 | 4 | -2.6 | 3

no. | pCIP destab | MEKK3 PB1 HTS | IMP-1 inh | DNA FID counter
37 | 2 | 113 | -2.5 | -6
38 | -9 | 98 | -3.2 | -23
39 | -3 | 117 | -1.2 | -2
40 | -12 | 76 | -0.4 | -1
41 | 6 | 106 | 1.5 | -1
42 | 3 | 105 | -3.8 | -13
43 | 6 | 100 | -0.9 | 4
44 | -7 | nt | -2.1 | 0
45 | -10 | 109 | -0.9 | -10
46 | -21 | 100 | 0.6 | -4
47 | 4 | 101 | -2.7 | -4
48 | 1 | 104 | -1.9 | 1

Single values from the results shown.
S=C(NC1CCCC1)N1CCN(C/C=C/c2ccccc2)CC1 – MEKK3 PB1 HTS = 76
c1ccc(CCNc2ccc3nncn3n2)cc1 – IDE cell activ = 4
CC(=O)Nc1ccc2c(c1)n(C)c(=O)n2C – VIM-2 inh = -3.8
Cc1ccc(NC(=O)Cn2nc(C)c3ccccc3c2=O)cc1 – IDE cell activ = -1
Cc1cccc(C(=O)OC(C)CN2CCOCC2)c1 (stereo not given) – UBC9 SUMO inh = -1

Following part.
no. | canonical_smiles | UBC9 SUMO inh | PHOSPHO1 inh | IDE cell activ | VIM-2 inh | NS3 helicase inh
49 | Cc1ccc(-c2csc(=S)n2CC(=O)OCC(=O)NC(C)C(C)C)cc1 (stereo not given) | 7 | 23 | 7 | -1.0 | -4
50 | O=C(CN(c1cccc(C(F)(F)F)c1)S(=O)(=O)c1ccccc1)N1CCOCC1 | -9 | -22 | 2 | 0.4 | 4
51 | CCOC(=O)c1sc2nc(SC)nc(-c3ccc(Cl)cc3)c2c1N | -10 | 27 | 4 | -3.7 | 0
52 | Cc1cc(/C=N/Nc2ncnc(N)c2[N+](=O)[O-])c(C)n1-c1ccccc1 | -11 | 25 | -3 | -3.3 | -3

no. | pCIP destab | MEKK3 PB1 HTS | IMP-1 inh | DNA FID counter
49 | -13 | 81 | -1.7 | -34
50 | -4 | 101 | -2.1 | -7
51 | -11 | 98 | -3.6 | -2
52 | -10 | 90 | -2.0 | -6

Not all compounds are listed; rates above refer to the full screens.
